Lung fibro prol: blocks proliferation of human lung fibroblasts | LL 47 human lung fibroblast viability, ATP luminescence; hits give low values | viability, % at 10 µM | actives 1.1% (n = 85,000) | AID 719;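 active means viability at or below 50% in the single dose screen; inactive means viability above 50%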;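 further: compound exposure lasted 72 h before the ATP readout; 100% = median luminescence of untreated cell-only wells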
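Test system: LL 47 human lung fibroblasts / Incubation: 72 h compound exposure at 37 °C after overnight plating / Technique: luminescent ATP detection, CellTiter-Glo / Compound dosing: 0.1% DMSO in all compound wells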
Pyk2 oligo antag: antagonists of human Pyk2 oligomerization | Q14289 | Q293 cells, Pyk2 FERM NanoBiT luminescence; hits give low values | z-score (the deposit names both 25 µM and 10 µM) | actives 0.83% (n = 99,000) | AID 1347419;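 active means Z-score of -3 or lower, scaled per plate to the spread of control and sample wells; inactive means z-score above -3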;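 further: negative z-score means lost luminescence so less FERM oligomerization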
Target sequence (Q14289 whole entry, looked up): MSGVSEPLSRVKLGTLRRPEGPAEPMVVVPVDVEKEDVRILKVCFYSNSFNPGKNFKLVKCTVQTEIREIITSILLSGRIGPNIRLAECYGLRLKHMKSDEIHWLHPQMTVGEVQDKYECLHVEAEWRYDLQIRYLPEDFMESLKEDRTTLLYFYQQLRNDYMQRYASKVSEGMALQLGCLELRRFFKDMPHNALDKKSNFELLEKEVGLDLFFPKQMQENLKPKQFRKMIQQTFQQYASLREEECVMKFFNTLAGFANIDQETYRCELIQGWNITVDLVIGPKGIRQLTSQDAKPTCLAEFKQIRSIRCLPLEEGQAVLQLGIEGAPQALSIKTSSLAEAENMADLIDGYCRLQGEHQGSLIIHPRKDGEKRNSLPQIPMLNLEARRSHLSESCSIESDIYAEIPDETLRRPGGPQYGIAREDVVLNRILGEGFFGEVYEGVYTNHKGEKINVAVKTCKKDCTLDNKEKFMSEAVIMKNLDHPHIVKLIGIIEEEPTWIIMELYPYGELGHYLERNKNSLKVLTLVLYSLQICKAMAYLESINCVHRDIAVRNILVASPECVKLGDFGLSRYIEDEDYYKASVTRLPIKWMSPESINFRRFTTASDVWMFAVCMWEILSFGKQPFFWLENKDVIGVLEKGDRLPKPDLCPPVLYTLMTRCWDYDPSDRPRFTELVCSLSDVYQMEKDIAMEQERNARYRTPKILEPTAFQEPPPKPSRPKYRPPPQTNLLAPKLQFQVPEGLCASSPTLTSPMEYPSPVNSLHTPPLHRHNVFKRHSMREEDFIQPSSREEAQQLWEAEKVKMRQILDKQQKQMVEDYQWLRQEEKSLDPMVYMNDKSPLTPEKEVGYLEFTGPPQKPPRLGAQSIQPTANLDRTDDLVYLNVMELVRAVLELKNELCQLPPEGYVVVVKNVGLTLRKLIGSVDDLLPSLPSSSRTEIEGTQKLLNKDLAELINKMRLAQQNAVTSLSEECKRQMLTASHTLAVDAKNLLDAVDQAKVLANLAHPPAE
Smad3 FoxH1 inh: inhibitors of human Smad3 transcription factor binding; actives 0.29% (n = 88,000); AID 630; inhibition, % at 25 µM; TR-FRET Smad3/Dy647-FoxH1 peptide binding, europium anti-His; P84022;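 active means compounds that reduce the energy-transfer binding signal between the protein and its labelled peptide by more than half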;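 further: 0% = Smad3 plus labelled peptide maximal FRET and 100% = peptide-only background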
H69AR inhibit: blocks growth of human H69AR lung tumor cells. H69AR lung tumor viability, ATP luminescence, 72 h; hits give low values. viability, % at 10 µM. actives 6% (n = 85,000);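 active means viability at or below 40%; inactive means viability above 40%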;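 further: multidrug resistant small cell line overexpressing MRP-1 efflux transporter; 100% = mean luminescence of untreated control wells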
HUVEC tox IL1B: HUVEC cytotoxicity counter-screen, IL-1B stimulated | HUVEC cell count loss, Hoechst imaging | cell count reduction, % at 2 µM | actives 0.41% (n = 94,000);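 active means cell count reduction more than 3 SD above the screen-wide mean, cut at about 70% in these data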;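 further: normalized per plate to untreated control cells as the no-loss baseline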
TNFa cytotox: HUVEC cytotoxicity counter-screen, TNF alpha stimulated; HUVEC TNFalpha-stimulated, Hoechst cell count, imaging; cell count reduction, % at 2 µM; actives 0.17% (n = 93,000); AID 848;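 active means cell count reduction exceeding the screen mean by over 5 SD, scaled to untreated wells per plate, cut at about 78% in these data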;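 further: cells counted after 24 h of TNF alpha exposure following the 1 h pretreatment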
F-actin modifier: modifiers of cytoskeleton assembly; actives 0.18% (n = 91,000); HUVEC TNFa F-actin phalloidin imaging, high content; inhibition, % at 2 µM;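 active means inhibition above the batch mean plus 3 SD and confirmed as a hit by visual image inspection, cut at about 30% in these data, passing the limit was not always enough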; further: strong numbers were not always called active
VCAM1 TNFa inh: reduces TNF alpha induced VCAM1 expression in HUVEC. inhibition, % at 2 µM. AID 802. actives 0.48% (n = 95,000). HUVEC TNFa-induced VCAM-1 immunofluorescence, high-content imaging;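 active means inhibition above the batch mean plus 3 SD, with images confirmed as a hit by eye, cut at about 37% in these data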;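 further: 0% = TNF-stimulated DMSO wells and 100% = unstimulated control wells; not every result past the cut was called active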
HUVEC inhibit: human endothelial cell proliferation inhibition; AID 648; actives 1.1% (n = 86,000); viability, % at 10 µM (by protocol); HUVEC proliferation, CellTiter-Glo luminescence, 72 h; hits give low values;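 active means viability at or below 30%; inactive means viability above 30%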;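 further: 100% = median luminescence of DMSO-only cell control wells on each plate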
Active calls of the source: *; nt = not tested or not shown; [ ] = another dose, or the depositor's remark. This is a subset (hit frequency here may not be typical).

compound,VCAM1 TNFa inh,H69AR inhibit,Lung fibro prol,HUVEC tox IL1B,F-actin modifier,TNFa cytotox,Smad3 FoxH1 inh,Pyk2 oligo antag,HUVEC inhibit
O=c1nc(-c2ccccc2)cc(-c2ccccc2)[nH]1,nt,92,103,nt,nt,nt,14,-0.61,101
Cc1nc(SCC(=O)NCc2ccco2)c2c3c(sc2n1)CCCC3,11,59,94,10,34,-34,17[fluorescence artefact?],-0.31,85
Cc1nn(-c2ccccc2)c(Cl)c1C(=O)OC(C)C(=O)Nc1ccc2c(c1)OCO2 (stereo not drawn),-3,89,104,-14,13,-10,-6,0.64,101
Cc1ccc(CCN2CC(C(=O)NC3CCCC3)CC2=O)cc1 (stereo not drawn),-33,98,95,-8,-33,-18,-5,1.1,89
Cc1ccccc1OCc1nnc(SCC(=O)Nc2ccc3c(c2)oc2ccccc23)n1C,-19,21*,61,-24,-1,-21,6,0.83,60
c1cc(CNc2ccc(N3CCOCC3)cc2)ccn1,7,95,106,12,nt,-1,2,-0.59,94
CN1CCN(c2nc(C(N)=O)cc(-c3ccccc3)n2)CC1,nt,79,98,nt,nt,nt,8,0.31,88
COc1cc(/C=C(\NC(=O)c2ccccc2)C(=O)Nc2cccc(O)c2)c([N+](=O)[O-])cc1OC,9,nt,nt,-12,20,-23,nt,0.48,nt
O=C(NCC1CCC(C(=O)O)CC1)c1cccnc1 (stereo not drawn),9,95,98,-74,-28,-5,-14,0.87,97
CCc1ccc2oc(-c3cccc(N)c3)nc2c1,3,81,94,-14,36,-21,-1,-1.4,81
CCOC(=O)/C=c1\s/c(=C(\C#N)C(=O)OCC)n(-c2ccccc2)c1=O,9,67,98,-5,-35,40,3,0.25,95
O=C(NNC(=O)c1ccccc1Br)c1cccc(Cl)c1,-25,nt,nt,-10,32,-22,nt,0.37,nt
CCOC(=O)c1cccc(S(=O)(=O)N(CCO)Cc2cc3cc(OC)c(OC)cc3[nH]c2=O)c1,-5,94,95,2,36,-16,-2,-0.01,100
COc1cc(/C=N/NC(=O)c2cccnc2)ccc1OC(=O)c1ccc2c(c1)OCO2,2,nt,nt,nt,-5,-3,nt,1.7,nt
Cc1ccnc(NC(=O)Nc2ccc(F)cc2)c1,1,90,91,-7,-27,-9,1,-0.87,99
CCOc1ccccc1C1C(C(N)=O)=C(C)Nc2nc(-c3ccccc3Cl)nn21 (stereo not drawn),5,84,96,43,28,4,-1,-0.87,77

Rewritten field by field: entries from further up.
> COc1cc(/C=N/NC(=O)c2cccnc2)ccc1OC(=O)c1ccc2c(c1)OCO2
  VCAM1 TNFa inh: 2	H69AR inhibit: nt	Lung fibro prol: nt	HUVEC tox IL1B: nt	F-actin modifier: -5	TNFa cytotox: -3	Smad3 FoxH1 inh: nt	Pyk2 oligo antag: 1.7	HUVEC inhibit: nt
> Cc1ccnc(NC(=O)Nc2ccc(F)cc2)c1
  VCAM1 TNFa inh: 1	H69AR inhibit: 90	Lung fibro prol: 91	HUVEC tox IL1B: -7	F-actin modifier: -27	TNFa cytotox: -9	Smad3 FoxH1 inh: 1	Pyk2 oligo antag: -0.87	HUVEC inhibit: 99

Going on with the list.
compound,VCAM1 TNFa inh,H69AR inhibit,Lung fibro prol,HUVEC tox IL1B,F-actin modifier,TNFa cytotox,Smad3 FoxH1 inh,Pyk2 oligo antag,HUVEC inhibit
O=C(Nc1ccc(N2CCN(Cc3ccccc3)CC2)cc1)c1cccnc1,16,94,nt,-6,-2,-14,5,1.1,111
CCN1C(=O)C2C(C1=O)N1C(c3ccccc3)C3C(=O)N(CC)C(=O)C3N1C2c1ccccc1 (stereo not drawn),20,93,104,-14,-9,1,10,0.43,89
CN=C1CC(C)(C)CC(=O)/C1=C(/O)CCC(=O)NC,6,114,93,-6,-5,-13,-9,-0.12,85
O=C1NCCCCC1NC1CC(=O)N(c2ccccc2)C1=O (stereo not drawn),25,94,101,29,10,-13,0,0.34,102
N#Cc1cn(-c2ccccc2)nc1-c1cc2ccccc2oc1=O,13,83,92,-20,-15,-6,-1,-0.84,92
CC1CCC(NC(=O)CN2CCC(n3nnc4cc(F)ccc43)CC2)CC1 (stereo not drawn),nt,84,94,nt,nt,nt,-1,0.21,102
Cc1cc(C)n2nc(S(=O)(=O)N(CC(C)C)CC(C)C)nc2n1,nt,90,94,nt,nt,nt,0,nt,92
COc1ccc(N(Cc2ccccc2)C(=O)CSc2nnc(Cn3nnc4ccccc43)o2)cc1,-1,103,96,11,14,-5,1,-0.84,104
CC(=O)Nc1ccc(-c2nnc(SCc3c(C)cc(C)cc3C)n2C)cc1,-2,100,96,21,-16,8,3,-1.1,80
CC1(C)Cc2nc3oc4c(NCc5ccccc5)ncnc4c3cc2CO1,nt,76,92,nt,nt,nt,3,-0.78,69
Brc1ccccc1C1=Nn2c(nnc2-c2ccccc2)SC1,-4,67,94,-17,-4,-45,0,-0.63,85
CCN(Cc1ccccc1)C(=O)C1CCN(Cc2ccc(OC)c(OC)c2OC)CC1,2,81,96,-41,-22,-5,13,-0.25,77
C=COCCNC(=O)C(=O)NCC(C)C,1,nt,nt,6,32,-25,nt,1.4,nt
O=C(CN1C(=O)c2cccc3cccc1c23)Nc1ccc2c(c1)OCO2,24,103,100,2,-14,6,13,1.1,89
CCOc1ccc(OCC)c(NC(=O)C2CCN(c3ncccn3)CC2)c1,-2,68,94,27,-5,8,9,1.1,96
CC(=O)NCCn1c(C)cc2ccccc21,13,101,101,-6,7,2,-4,nt,101
O=c1c2cnn(-c3ccccc3)c2nnn1/N=C/c1cccnc1,2,nt,nt,-29,-30,4,nt,0.34,nt
CCOC(=O)N1CCN(c2cc(=O)n(C3CCCCC3)c(=O)[nH]2)CC1,-7,82,98,19,-2,-6,2,-0.17,89
CC(=O)Nc1nc(C)c(S(N)(=O)=O)s1,4,97,110,-11,5,12,5,-0.42,98
CCCCn1c(SCc2nc3ccccc3s2)nc2cc(S(N)(=O)=O)ccc21,9,16*,93,6,nt,29,0,-1.6,78
Cn1c(SCc2nc3ccccc3[nH]2)nnc1-c1cccnc1,18,94,98,8,-2,-7,1,0.06,96
Nc1ccc(Nc2nc(-c3ccncc3)cs2)cc1,35,37*,75,-2,21,0,-5,-1.1,71
C/C(Sc1nnc(Cc2ccccc2)o1)=C(/O)c1ccccc1,-6,98,92,-14,-15,-46,-4,-0.26,87
Cc1cc(=O)oc(C)c1C(=O)NCC(C)NC(=O)c1c(C)cc(=O)oc1C (stereo not drawn),22,98,98,nt,-10,4,0,0.06,95
OCc1nc(CO)n(Cc2ccccc2)n1,-5,97,106,-12,-4,-7,-4,-0.24,92
CC1(c2ccccc2)NC(=O)N(CC(=O)Nc2cccc(C#N)c2)C1=O (stereo not drawn),nt,87,98,nt,nt,nt,-9,0.69,88
Cc1c(N=Cc2c(O)n(C)c(=O)c3ccccc23)c(=O)n(-c2ccccc2)n1C,-13,nt,nt,16,-8,-10,nt,-0.94,nt
CCOc1cc(S(=O)(=O)N2CCCC2)ccc1Cl,0,88,92,16,4,15,-2,-0.07,106
CCC(=O)N1CCc2cc(Br)cc(S(=O)(=O)CC(=O)OC)c21,2,90,97,-9,-8,-16,-2,0.66,95
COc1ccc(N(CC(=O)NCCC2=CCCCC2)S(C)(=O)=O)cc1OC,9,93,94,1,-14,16,6,0.93,93
CN(C)C=Nc1ccc2nn(-c3ccccc3)nc2c1,5,105,94,-11,-3,-36,-4,-0.78,74
COc1cc(S(=O)(=O)N2CCCCCC2)c(OC)cc1Br,4,95,95,5,-2,0,-3,0.42,115
O=C(CN1C(=O)CC(c2ccco2)Sc2ccccc21)Nc1ccccc1F (stereo not drawn),23,75,90,-50,6,5,-9,nt,84
O=C(NCc1n[nH]c(=S)n1-c1ccc(F)cc1)c1ccco1,-17,100,101,7,9,nt,8[fluorescence artefact?],-0.76,98
Cn1nc(OCc2ccccc2)ccc1=O,-15,87,101,-35,8,-45,-2,0.27,86
COc1cccc(C(=O)N(Cc2nc(-c3ccc(C)cc3)no2)C(C)C)c1,nt,96,93,-42,nt,nt,0,-1.8,132
CCOC(=O)N1CCN(S(=O)(=O)c2cc(Br)cnc2N)CC1,14,81,106,-4,6,-12,-7,1,96
Cc1cc(C(=O)Nc2ccc(S(=O)(=O)Nc3nccs3)cc2)c(C)o1,7,89,94,-36,11,-13,13[fluorescence artefact?],-0.4,77
CCc1ccc(-c2nc(CN3CCC(C(=O)NCc4ccccc4OC)CC3)c(C)o2)cc1,9,18*,66,-2,48,-23,-4,-0.29,32
COc1ccc(C(c2sc3nc(C)nn3c2O)N2CCN(Cc3ccccc3)CC2)cc1OC (stereo not drawn),nt,93,97,nt,nt,nt,-13,nt,98
O=[n+]1c2c(n([O-])c3ccccc31)CCC2,8,99,101,-153,-2,-17,-3,-0.46,94
CC1Cc2cc(/C(O)=C3\C(=O)C(=O)N(CCN(C)C)C3c3ccccc3F)ccc2O1 (stereo not drawn),-12,nt,nt,-6,13,-16,nt,0.86,nt
Cc1ccc(-n2c(CSc3nc(C)cc(C)n3)nnc2SCC(=O)N2CCCC2)cc1,-11,92,102,18,-10,5,-2,1.1,99
N#CCCNc1ccc(OCCC#N)cc1,8,100,98,-5,0,5,-3,-0.64,103
Cc1ccc(-n2nnnc2SCC(=O)N2CCc3ccccc3C2)cc1,-14,81,99,-29,11,-27,-6,0.73,112
CCOC(=O)N1CCN(C(=O)C2CCC(=O)N2C(C)C)CC1 (stereo not drawn),16,96,nt,-4,5,-3,1,0.56,101
COc1cccc(C(=O)CSc2nc3ccccc3n2CC(=O)N(C(C)C)C(C)C)c1,27,88,88,11,4,-2,8,0.42,96
O=C(NC1(C(F)(F)F)NC(=O)N(Cc2ccccc2)C1=O)c1cccs1 (stereo not drawn),6,98,102,nt,-8,-12,9,-1.1,99

Compound activity from PubChem BioAssay.
